Hsp90 block: tumor Hsp90 inhibitors, primary screen, cell lysate, fluorescence polarization, NCI-N417 lysate; Heat shock protein HSP 90-alpha (Homo sapiens), P07900; Cy3B-geldanamycin FP displacement; inhibition, % at 30 µM; 64,000 tested, 0.35% active; AID 429, 2006;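 active = inhibition above 50%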;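 note: 0% = tracer plus lysate wells and 100% = tracer alone without lysate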
Fluor 339 460: intrinsic fluorescence of library compounds, ex339/em460 – biochemical, MLSMR library, data from DPM-DC assay, artefact control, profiling panel; compound autofluorescence, ex339/em460 nm, NADH buffer; stronger effect = higher value; 1 = no-compound wells, NADH background; fluorescence fold increase at 10 µM; 65,000 tested, 5.5% active;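 active = at 10 µM, mean starting fluorescence two-fold or more over control wells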;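 note: signal is the first read of a kinetic run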
Abs 340nm: compound light absorbance at 340 nm, profiling panel, artefact control, biochemical, MLSMR library, data from PS, PMK, MK assays | compound absorbance at 340 nm, fold over control | fold change at 10 µM | 65,000 tested, under 10 active;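 active = at 10 µM dose, initial 340 nm absorbance at least 2 fold that of control wells; inactive = change under 2 fold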;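 note: initial absorbance extrapolated from kinetic A340 decline of NADH oxidation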
JNK3 inh: JNK3 kinase activity inhibitors, primary screen, biochemical, human, purified enzyme | Mitogen-activated protein kinase 10 (Homo sapiens), P53779 | HTS | inhibition, % at 8 µM | 60,000 tested, 0.61% active | AID 746, 2007; in the data active = inhibition above about 17%;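 note: 0% = DMSO and 100% = reference inhibitor; many of its hits are not listed in these tables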
Target sequence (P53779 whole entry, looked up): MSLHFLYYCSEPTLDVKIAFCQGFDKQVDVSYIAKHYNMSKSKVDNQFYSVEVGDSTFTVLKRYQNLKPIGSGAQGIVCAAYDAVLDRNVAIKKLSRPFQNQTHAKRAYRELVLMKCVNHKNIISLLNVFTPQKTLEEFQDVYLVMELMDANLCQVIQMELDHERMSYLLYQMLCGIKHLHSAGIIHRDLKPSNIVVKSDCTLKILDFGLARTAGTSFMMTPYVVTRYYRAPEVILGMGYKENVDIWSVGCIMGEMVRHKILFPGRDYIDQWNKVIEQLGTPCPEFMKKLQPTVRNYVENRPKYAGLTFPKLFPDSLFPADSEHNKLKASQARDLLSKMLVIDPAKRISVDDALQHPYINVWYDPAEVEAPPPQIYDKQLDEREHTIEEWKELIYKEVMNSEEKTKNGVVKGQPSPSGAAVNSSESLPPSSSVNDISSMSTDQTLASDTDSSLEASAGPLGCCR
HER2 expr 66K: inhibitors of Her2 protein expression, primary screen, SKBR-3 cells, AlphaScreen, 66K library | Receptor tyrosine-protein kinase erbB-2 (Homo sapiens), P04626 | SKBR-3 HER2 protein level, 18-24 h; stronger effect = lower value | HER2 level % of control, % at 10 µM | 65,000 tested, 0.69% active;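 active = HER2 level under 5% of the carrier-only control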;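 note: 100% = DMSO carrier and 0% = 500 nM PU-H71 HSP90 inhibitor; lower value means stronger loss of Her2 protein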
Cdc25B inh: inhibitors of Cdc25B phosphatase catalytic domain, primary screen, biochemical, OMFP fluorescence; AID 368, 2006; M-phase inducer phosphatase 2 (Homo sapiens), P30305; 65,000 tested, 0.1% active; recombinant Cdc25B, OMFP fluorescence Ex485/Em525; inhibition, %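 (compounds tested at 10 µM final in the well)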; in the data active = inhibition above about 50%
Target sequence (P30305 whole entry, looked up, the tested form may be a part): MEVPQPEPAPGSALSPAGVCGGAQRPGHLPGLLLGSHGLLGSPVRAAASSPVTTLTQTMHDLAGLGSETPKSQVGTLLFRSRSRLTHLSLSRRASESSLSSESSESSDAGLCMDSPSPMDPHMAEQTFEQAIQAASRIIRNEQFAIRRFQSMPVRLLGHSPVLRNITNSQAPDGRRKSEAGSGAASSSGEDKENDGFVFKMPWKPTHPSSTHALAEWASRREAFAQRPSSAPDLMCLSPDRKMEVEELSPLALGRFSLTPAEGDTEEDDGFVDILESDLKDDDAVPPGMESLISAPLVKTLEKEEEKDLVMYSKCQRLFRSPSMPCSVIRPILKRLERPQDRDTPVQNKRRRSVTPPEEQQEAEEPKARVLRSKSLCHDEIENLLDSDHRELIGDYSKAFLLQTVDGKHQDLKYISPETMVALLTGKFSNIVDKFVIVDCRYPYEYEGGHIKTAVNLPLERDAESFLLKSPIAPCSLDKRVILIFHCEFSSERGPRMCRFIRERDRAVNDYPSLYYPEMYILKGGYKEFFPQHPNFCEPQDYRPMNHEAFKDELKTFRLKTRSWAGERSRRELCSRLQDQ
ROCK2 inh: inhibitors of human ROCK2 kinase, primary screen, biochemical, high-throughput, luminescence; Rho-associated protein kinase 2 (Homo sapiens), O75116; purified ROCK2, Kinase-Glo ATP depletion luminescence; inhibition, % at 6 µM; 60,000 tested, 0.35% active;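 active = inhibition above the screen-wide mean inhibition plus 3 SD, cut at about 18% in these data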;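 note: plate controls were DMSO wells for no effect and Y-27632 control wells after no-enzyme background subtraction for full effect; many of its hits are not listed in these tables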
DUSP1 inh: MKP-1 phosphatase inhibitors, primary screen, biochemical, in vitro | Dual specificity protein phosphatase 1 (Homo sapiens), P28562 | inhibition, %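 (compounds tested at a single concentration somewhere between 10 and 100 µM)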 | 65,000 tested, 0.15% active | recombinant MKP-1, OMFP hydrolysis fluorescence;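 active = inhibition above about 50%, limit read from the data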;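 note: 0% = DMSO max control wells and 100% = wells with enzyme stopped by NaOH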
PKA inh: inhibitors of human PKA kinase activity, primary screen, biochemical, ATP-depletion luminescence, Kemptide substrate; PKA Kemptide phosphorylation, Kinase-Glo ATP luminescence; AID 524, 2006; 65,000 tested, 0.1% active; inhibition, % at 6 µM; cAMP-dependent protein kinase catalytic subunit alpha (Homo sapiens), P17612;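 active = inhibition above the screen-wide mean inhibition plus 3 SD, cut at about 21% in these data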; note: many of its hits are not listed in these tables
Numbers without * were called inactive; . = no result given; & = joins results of further samples. Some of the compounds tested (hit frequency here may not be typical).

SMILES	Hsp90 block	Fluor 339 460	Abs 340nm	JNK3 inh	HER2 expr 66K	Cdc25B inh	ROCK2 inh	DUSP1 inh	PKA inh
c1ccc(-n2nnc3ccccc32)nc1	-5	1.1	1	9	110	-22	5	-15	9
COc1ccc(S(=O)(=O)N2CCN(c3ncnc4c(-c5ccccc5)nsc34)CC2)cc1	-4	1.1	1	-3	101	-4	6	-2	4
Cc1ccc(C)c(N2CCN(C(=O)C3CCCN(S(=O)(=O)c4c(C)noc4C)C3)CC2)c1 (stereo not drawn)	-7	1.1	1	-4	85	-25	5	1	2
CS(=O)(=O)Nc1ccccc1C(=O)N1CCCC1	-3	1.1	1	.	124	-2	.	4	-6
COc1ccc(CNC(=O)c2cc3c(=O)n4ccccc4nc3n(Cc3cccnc3)c2=N)cc1	-8	1.9	1.1	-1	54	-18	-4	-16	3
COc1ccc(Cl)cc1N1C(=O)[C@@H]2C(c3cccc(OC)c3OC)=NO[C@@H]2C1=O	-2	1.2	1	0	97	4	4	-19	6
CC[C@]1(O)CC2CN(CCc3c([nH]c4ccccc34)[C@@](C(=O)OC)(c3cc4c(cc3OC)N(C=O)[C@H]3[C@@](O)(C(=O)OC)[C@H](OC(C)=O)[C@]5(CC)C=CCN6CC[C@]43[C@@H]65)C2)C1 (stereo partly drawn)	3	1	1	5	119	-32	2	17	-3
Cc1ccc(S(=O)(=O)N(CC(O)CN2CCOCC2)c2cc(Cl)ccc2Cl)cc1 (stereo not drawn)	0	1.1	1	-7	71	-16	6	-18	4
C=CCn1c(SCc2nc3ccccc3nc2C)nnc1-c1ccoc1C	-2	1.1	1	-4	66	-4	2	31	7
Cc1csc(NC(=O)C2CCCO2)n1 (stereo not drawn)	-1	0.97	0.98	5	97	-5	1	2	-1
COCCN1C(=O)c2oc3cc(C)c(C)cc3c(=O)c2C1c1cccc(O)c1 (stereo not drawn)	0	1.1	1	-1	196	-5	-4	-20	5
Cc1nc2c(-c3ccccc3)c(C)nn2c(C)c1CCC(=O)N1CCOCC1	7	1.2	1.1	-9	91	-9	2	-2	5
Cc1nc2sc(C#N)c(N)c2c2c1CCCC2	-4	2.5*	1	-5	80	-1	-1	-17	-2
O=C1c2oc3ccc(Br)cc3c(=O)c2C(c2cccc(F)c2)N1CCO (stereo not drawn)	-1	1.1	1	1	85	7	7	22	4
COc1ccc(CCN(C)CCCC(C#N)(c2cc(OC)c(OC)c(OC)c2)C(C)C)cc1OC (stereo not drawn)	1&0	0.99	0.97	-2	88	-5	2	-18	-1

Reformatted: results already given
mol | Hsp90 block | Fluor 339 460 | Abs 340nm | JNK3 inh | HER2 expr 66K | Cdc25B inh | ROCK2 inh | DUSP1 inh | PKA inh
CS(=O)(=O)Nc1ccccc1C(=O)N1CCCC1 | -3 | 1.1 | 1 | . | 124 | -2 | . | 4 | -6
CC[C@]1(O)CC2CN(CCc3c([nH]c4ccccc34)[C@@](C(=O)OC)(c3cc4c(cc3OC)N(C=O)[C@H]3[C@@](O)(C(=O)OC)[C@H](OC(C)=O)[C@]5(CC)C=CCN6CC[C@]43[C@@H]65)C2)C1 (stereo partly drawn) | 3 | 1 | 1 | 5 | 119 | -32 | 2 | 17 | -3

The main list resumes, repeating the two entries before the break.
SMILES	Hsp90 block	Fluor 339 460	Abs 340nm	JNK3 inh	HER2 expr 66K	Cdc25B inh	ROCK2 inh	DUSP1 inh	PKA inh
O=C1c2oc3ccc(Br)cc3c(=O)c2C(c2cccc(F)c2)N1CCO (stereo not drawn)	-1	1.1	1	1	85	7	7	22	4
COc1ccc(CCN(C)CCCC(C#N)(c2cc(OC)c(OC)c(OC)c2)C(C)C)cc1OC (stereo not drawn)	1&0	0.99	0.97	-2	88	-5	2	-18	-1
CCn1nc(NS(=O)(=O)c2ccccc2)c2cc3cccc(C)c3nc21	1	1.2	1	-4	84	-3	6	8	3
O=C(OCCCCN1C(=O)c2ccccc2C1=O)c1n[nH]c2ccccc12	-5	1	1	8	94	-9	0	22	4
COc1ccc(S(=O)(=O)Nc2ccccc2C(=O)OC2CCCN(C)C2)cc1OC (stereo not drawn)	-2	1.2	1	0	83	3	6	5	-2
CN1CCN(Cc2c(C#N)c3ccccc3n2C)CC1	-4	1.1	1	2	86	-6	10	-26	7
O=C(NCc1nnc(SCC(=O)N2CCCCCC2)o1)c1ccco1	-5	1.1	1	.	117	-14	.	-5	9
CC(C)OCCCN1C(=O)c2[nH]nc(-c3ccccc3O)c2C1c1cccc(Cl)c1 (stereo not drawn)	2	1.1	1	7	7	-2	4	-11	7
Cn1c2ccccc2c2nn(-c3ccccc3)c(=O)cc21	-2	1.1	1	-5	88	5	-2	-29	-11
CCc1ccc(N2CC(C(=O)NCc3ccc4c(c3)OCO4)CC2=O)cc1 (stereo not drawn)	1	1.1	0.98	-2	101	2	11	7	13
CCCN1CCN(C(=O)CN2C(=O)CC(C)(C)S(=O)(=O)c3ccccc32)CC1	-3	1.1	1	-4	119	-11	-3	-3	1
CCOC(=O)C1=C(c2ccccc2)Nc2ncnn2C1c1cccc(OC)c1OC (stereo not drawn)	-5	1.1	1.1	-7	59	-15	4	8	-3
CS(=O)(=O)N(CC(=O)Nc1cccnc1)c1ccc2c(c1)OCO2	-1	1.1	1.1	4	92	-14	6	-2	10
CCN(CC)S(=O)(=O)c1ccc(-c2nnc(SCC(=O)Nc3nc(C)cs3)o2)cc1	1	1.1	1	4	90	3	3	9	10
Cc1cc(C(=O)OCC(=O)c2c(N)n(C)c(=O)n(C)c2=O)c(C)o1	-4	1.1	1	-1	62	-14	1	-15	-1
COc1cc2c(cc1OC)-c1cc(NC3CCCCCCC3)nc(=O)n1CC2	5	2.4*	1.1	5	43	9	-2	32	0
CCOC(=O)C1=C(C)OC(N)=C(C#N)C1c1cc2ccccc2nc1N1CCCCC1 (stereo not drawn)	-10	1.9	1	22*	61	3	-2	0	4

As a working copy, part of the list above.
SMILES	Hsp90 block	Fluor 339 460	Abs 340nm	JNK3 inh	HER2 expr 66K	Cdc25B inh	ROCK2 inh	DUSP1 inh	PKA inh
CCn1nc(NS(=O)(=O)c2ccccc2)c2cc3cccc(C)c3nc21	1	1.2	1	-4	84	-3	6	8	3
O=C(OCCCCN1C(=O)c2ccccc2C1=O)c1n[nH]c2ccccc12	-5	1	1	8	94	-9	0	22	4
COc1ccc(S(=O)(=O)Nc2ccccc2C(=O)OC2CCCN(C)C2)cc1OC (stereo not drawn)	-2	1.2	1	0	83	3	6	5	-2
CN1CCN(Cc2c(C#N)c3ccccc3n2C)CC1	-4	1.1	1	2	86	-6	10	-26	7
O=C(NCc1nnc(SCC(=O)N2CCCCCC2)o1)c1ccco1	-5	1.1	1	.	117	-14	.	-5	9
CC(C)OCCCN1C(=O)c2[nH]nc(-c3ccccc3O)c2C1c1cccc(Cl)c1 (stereo not drawn)	2	1.1	1	7	7	-2	4	-11	7
Cn1c2ccccc2c2nn(-c3ccccc3)c(=O)cc21	-2	1.1	1	-5	88	5	-2	-29	-11

The results go on:
SMILES	Hsp90 block	Fluor 339 460	Abs 340nm	JNK3 inh	HER2 expr 66K	Cdc25B inh	ROCK2 inh	DUSP1 inh	PKA inh
CCCCN(C)C(=O)c1sc2ncn(CC)c(=O)c2c1C	-3	1.1	1	-6	94	2	0	2	-3
O=C(OCn1nnc2ccccc2c1=O)C1=COCCO1	-4	1.1	0.98	-8	133	-23	3	4	3
CCOc1ccc(S(=O)(=O)Nc2ccccc2C(=O)NCc2ccco2)cc1	-2	4.9*	1	-1	59	-11	2	12	5
COc1ccc(-c2nc(CSCC(=O)N3CCc4ccccc4C3)c(C)o2)cc1OC	-1	1	1	-2	86	-5	0	-2	8
COc1ccccc1-n1c(CNC(=O)COc2ccccc2)n[nH]c1=S	-4	1.1	1.1	.	111	1	.	13	3
CC(=NCCCNC1CCCCC1)C1=C(O)CC(C)(C)CC1=O	-3	1.1	1	7	99	-12	4	3	2
CC(=O)c1nc(N2C(=O)C3CC=C(C)CC3C2=O)sc1C (stereo not drawn)	-1	1.1	1	9	88	2	2	-1	2
CCCCCOc1ccc(NC(=O)CCCC(=O)O)cc1	-2	1	1	1	88	-6	6	8	-1
O=c1cc(O)c2c(=O)n(-c3ccccc3)c3ccccc3c2o1	-11	1.2	1.1	-2	100	1	5	4	6
Cc1noc(C)c1C(=O)N1CCC(Cc2ccccc2)CC1	.	1.1	1	6	204	-2	4	-4	6
Cc1nc(N2CCN(c3ccccc3)CC2)nc2c1C(=O)CC(c1ccccc1)C2 (stereo not drawn)	0	1.2	1	3	131	-7	6	-22	4
COc1ccc(OC)c(C(=O)COC(=O)c2ccc(C)o2)c1	.	1.1	1.1	.	31	-3	.	8	11
CCc1cc2c(cc3c(=O)n(CC(=O)N4CCN(c5ccccn5)CC4)nc(CC)n32)s1	-1	1.1	1	6	61	-11	4	33	0
O=C(O)C1CCN1C1CCCCC1 (stereo not drawn)	-1	0.88	0.99	1	106	-13	4	11	8
COc1ccccc1N1CCN(CC(=O)c2ccc3ccn(C(C)=O)c3c2)CC1	-4	1.3	1.1	-4	80	7	-5	7	4
Cc1ccc(-n2sc3ccccc3c2=O)cc1S(=O)(=O)N1CCCCC1	1	1.2	1.1	2	37	10	-2	25	2
CCOC(=O)c1c(NC(=O)CSc2nnnn2C)sc(C)c1C	-3	1.1	1	16	89	-9	2	-26	-4
Cc1ccc(C2C3=C(CC(C)(C)CC3=O)Nc3n[nH]c(C)c32)cc1 (stereo not drawn)	-1	4.9*	1.1	4	64	25	1	7	7
COc1ccc(N=C2SC(C(=O)O)CC(=O)N2Cc2ccc(OC)c(OC)c2)cc1 (stereo not drawn)	3	1.1	0.98	0	.	2	-5	38	-5
O=C(CCN1C(=O)c2ccccc2C1=O)Nc1ccncc1	-3	0.98	1	1	101	11	1	6	0
Cn1c(=O)c2c(nc(CN3CCN(CCO)CC3)n2CCc2ccccc2)n(C)c1=O	-4	1.1	1	0	81	-1	3	0	5
CC(=O)Nc1ccc(S(=O)(=O)NCCSCc2ccco2)cc1	-9	1.2	1	4	86	0	6	6	9
CCOc1ccc(N(CC(=O)Nc2ccccc2C)S(=O)(=O)c2c(C)noc2C)cc1	-2	1.1	1.1	-2	51	3	-4	9	-12
O=C(COC(=O)c1ccc(S(=O)(=O)N2CCOCC2)cc1)Nc1nc(-c2ccccc2)cs1	0	1.1	1	3	78	-3	4	7	6
Cc1nonc1NC(=O)CSc1nnc(-c2ccoc2C)n1C	-5	1.1	0.99	2	94	-10	8	-16	11
Cc1nc(NC(=O)C2CC3CCCC(C2)C3=O)sc1C (stereo not drawn)	-2	1	1	7	103	-2	-2	0	-5
COc1ccc(NC2=C(C)C(=O)CC2)cc1	-7	1	1.1	1	111	-2	3	9	-6
CCN(CC)CCN1C(=O)c2oc3ccccc3c(=O)c2C1c1ccccc1 (stereo not drawn)	1	1.1	1	-4	106	2	3	11	10

Taken from above:
In Abs 340nm, CCOC(=O)c1c(NC(=O)CSc2nnnn2C)sc(C)c1C reads 1
In Hsp90 block, Cc1nonc1NC(=O)CSc1nnc(-c2ccoc2C)n1C reads -5
In PKA inh, Cn1c(=O)c2c(nc(CN3CCN(CCO)CC3)n2CCc2ccccc2)n(C)c1=O reads 5
